Screening data as filed in PubChem.
Hsp70 inhibitors: Hsp70 inhibitors, probe displacement, primary screen, biochemical, fluorescence polarization (AID 583). 140,000 tested, 0.06% active. Hsp70 fluorescence polarization probe displacement, mP; higher % means a stronger effect. displacement, % at 20 µM, or IC50 in µM where a hit was titrated; in the data active = displacement above about 50%;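 note: plate controls were vehicle for no effect and reference ligand for full effect; a part of the inactive calls stands beside numbers as strong as those of hits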
MKP-3 inhibition: MKP-3 phosphatase inhibitors, primary screen, biochemical, rat enzyme, in vitro (AID 425); recombinant MKP-3 phosphatase activity, fluorescence; higher % means a stronger effect; inhibition, % at 20 µM, or IC50 in µM where a hit was titrated; 110,000 tested, 0.17% active; in the data active = inhibition above about 50%;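 note: plate controls were vehicle for no effect and reference inhibitor for full effect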
* hit, by the source's call; x = not tested or not shown; & = joins results of further samples.

no.	Hsp70 inhibitors	MKP-3 inhibition	compound
1	-5.0%	-1.3%	CC1CN(C(=O)c2cc3ccccc3oc2=O)CC(C)O1 (configuration not stated)
2	4.8%	1.3%	Cc1ccc(S(=O)(=O)NC(C)(C)CN2CCCCC2)cc1
3	7.1%	-8.3%	COc1ccc(CNC(=O)C2CCCN2S(=O)(=O)c2ccc(C)cc2)cc1 (configuration not stated)
4	-0.9%	2.4%	CC1(C)CC(=O)c2c(oc3ccc(NS(=O)(=O)c4cccc([N+](=O)[O-])c4)cc23)C1
5	-5.4%	-2.9%	O=C(CSc1nnc(NC(=O)C2CCC2)s1)NC1CC1
6	-2.8%	19.4%	ClC(Br)=C(n1cnc2ccccc21)n1cnc2ccccc21
7	-2.3%	2.3%	O=C(NCCN1CCOCC1)c1sc2ccccc2c1Cl
8	-3.8%	x	O=C(O)CCC(=O)Nc1ccc(C(=O)N2CCCCC2)cc1
9	-2.3%	-7.6%	CCC1Oc2ccccc2N(CC(=O)NCCCN2CCCCC2C)C1=O (configuration not stated)
10	2.9%	-20.5%	Cn1c(=O)c2c(nc(CN3CCN(Cc4ccccc4)CC3)n2CCN2CCOCC2)n(C)c1=O
11	1.1%	0.2%	CCCOC(=O)c1ccc(NC(=O)c2cccc3ccccc23)cc1
12	-3.2%	-4.4%	COCCCNC(=O)CCc1nc(-c2ccccc2)no1
13	-2.2%	-4.7%	COc1ccc(N=Cc2cccs2)cc1
14	-11.3%	-7.1%	N#Cc1c(N)nc(SCc2ccccc2)c(C#N)c1-c1ccco1
15	3.3%	3.6%	COc1ccc(NC(=O)C(CCS(C)(=O)=O)NC(C)=O)cc1 (configuration not stated)
16	-0.8%	x	Cc1ccccc1Oc1ccc(-c2nc(N)nc(N)n2)cc1
17	9.1%	0.5%	O=C(OCC(=O)N1CCN(C(=O)c2ccco2)CC1)c1sc2ccccc2c1Cl
18	-0.1%	1.6%	CCN=C(Nc1ccc2c(c1)OCO2)SC1CC(=O)N(c2cccc(Cl)c2)C1=O (configuration not stated)
19	-3.3%	-3.8%	Cc1cc(NC(=O)CSc2cn(CCNC(=O)c3ccc(F)cc3)c3ccccc23)no1
20	1.9%&0.7%	1.4%	O=C(Nc1ccccc1C(=O)NCCc1ccccc1)c1ccco1
21	6.7%	x	CNC(=O)COc1ncnc2sc(C)c(C)c12
22	10.4%	-8.2%	OC(C#Cc1ccccn1)c1cccs1 (configuration not stated)
23	12.6%	-14.5%	O=C(O)CCCC(=O)Nc1nc(-c2ccccc2)cs1
24	-0.1%	-1.0%	CCN=C1SC(CC(=O)Nc2ccccc2)C(=O)N1CC (configuration not stated)
25	4.6%	-10.5%	O=C(O)CCSc1nnc(-c2ccc3c(c2)OCO3)o1
26	0.9%	6.5%	O=c1nc(-c2ccccc2)cn[nH]1
27	3.7%	3.3%	CCOc1ccccc1NC(=O)CSCc1ccccc1
28	-1.6%	3.9%	Cc1ccc(S(=O)(=O)NCCCNc2ccc([N+](=O)[O-])cc2)cc1
29	2.0%	-4.3%	CCOc1ccc(N(CC(=O)N2CCOCC2)S(C)(=O)=O)cc1
30	1.7%	3.6%	CN(C)c1ccc(-c2nc3cc(NC(=S)NC(=O)c4ccco4)ccc3o2)cc1
31	-6.5%	1.0%	O=C(O)C1C2C=CC3(CN(C4CCCC4)C(=O)C13)O2 (configuration not stated)
32	1.2%	x	O=C(COC(=O)CNC(=O)c1ccco1)Nc1ccc(Cl)cn1
33	-3.5%	3.5%	O=C(c1ccccc1F)N1CCN(c2ccc([N+](=O)[O-])c(NC3CC3)c2)CC1
34	-0.1%	0.4%	Cc1ccc(NC2=Nc3ccccc3CS2)cc1
35	0.0%	1.5%	Cc1ccc(CN2CCN(/N=C\c3ccc(O)cc3O)CC2)cc1
36	20.9%	5.1%	Cc1nc2c(Br)c3nc(C(F)(F)F)[nH]c3c(Br)c2[nH]1
37	13.1%	-16.1%	CCn1ncc(Br)c1C(=O)Nc1nccs1
38	5.0%	0.1%	COC(=O)c1ccccc1NC(=S)NC(=O)c1ccc(Cl)cc1
39	-5.4%	x	CCOC(=O)c1cnn(Cc2ccccc2)c1N
40	3.0%	3.1%	CCOC(=O)C1CCN(C(=O)c2cn(C)c(=O)c3cc(OC)c(OC)cc23)CC1
41	1.0%	x	CC1Cc2ccccc2N1Cc1nc2cc(C(F)(F)F)ccc2c(=O)[nH]1 (configuration not stated)
42	-1.7%	3.2%	O=C(NCc1ccco1)C(=O)N1CCCC1
43	-0.9%	-6.9%	O=C(Nc1ccc2c(c1)OCCO2)C1CCN(S(=O)(=O)Cc2ccccc2)CC1
44	3.7%	3.4%	O=C1c2ccccc2C(=O)N1CCCOCc1c[nH]c(=O)[nH]c1=O
45	-1.6%	-8.4%	CN1C(=O)NC(NC(=O)c2cccs2)(C(F)(F)F)C1=O (configuration not stated)

Some of these compounds in order of their number in MKP-3 inhibition, lowest first.
no.	Hsp70 inhibitors	MKP-3 inhibition	compound
38	5.0%	0.1%	COC(=O)c1ccccc1NC(=S)NC(=O)c1ccc(Cl)cc1
27	3.7%	3.3%	CCOc1ccccc1NC(=O)CSCc1ccccc1
6	-2.8%	19.4%	ClC(Br)=C(n1cnc2ccccc21)n1cnc2ccccc21

Next results:
no.	Hsp70 inhibitors	MKP-3 inhibition	compound
46	0.0%	0.7%	COC(=O)Cn1c(=N)n(Cc2ccc(C)cc2)c2ccccc21
47	2.8%	-1.6%	COc1ccc(S(=O)(=O)Nc2cccc(SC)c2)cc1OC
48	-4.8%	x	COc1nc(OCC#N)nc(N(C)C)n1
49	0.2%	3.8%	Cn1c(=O)[nH]c(=O)c2c1nc1n2CC(COc2ccccc2)O1 (configuration not stated)
50	-3.5%	3.2%	CCOc1cc(/C=N/n2cnnc2)ccc1OCc1cccc2ccccc12
51	0.8%	-7.0%	O=C(Nc1ccc2c(c1)OCO2)c1cnn2cccnc12
52	4.9%	-3.1%	C=CCOc1ccccc1/C=C1/C(=O)ON=C1c1ccc(Cl)cc1
53	-1.6%	x	Cn1nnc(NC(=O)c2ccc3ccccc3c2)n1
54	6.3%	-0.3%	O=[N+]([O-])c1ccc(CNCC2(c3ccccc3)CCCC2)cc1
55	-0.2%	-3.7%	COC(=O)C1=CN(C)C=C(C(=O)OC)C1c1ccsc1
56	3.5%	-8.4%	CCN(CC(=O)NCc1ccc(F)cc1)C(=O)C1CCN(C(=O)Nc2ccccc2)CC1
57	1.0%	x	CC1CCCC/C1=N\NS(=O)(=O)c1ccc(Br)cc1 (configuration not stated)
58	52.4%	-9.6%	CCn1nc(-c2ccccc2)c2nc3ccccc3nc21
59	2.7%	x	COc1cc2[nH]c(=O)n(CCCCCC(=O)NCCc3c[nH]c4ccccc34)c(=O)c2cc1OC
60	-3.3%	3.6%	COCCn1c(C)cc(C(=O)COC(=O)C23CC4CC(CC(O)(C4)C2)C3)c1C
61	9.0%	x	Nc1cc(=O)[nH]c(SCC(=O)Nc2cc(Cl)cc(Cl)c2)n1
62	1.3%	0.4%	CC(=O)c1cccc(N=Cc2nc(-c3ccccc3)oc2O)c1
63	-9.0%	-10.8%	COc1ccc(N(CC(=O)NCc2cccnc2)S(=O)(=O)c2c(C)nn(C)c2C)cc1
64	1.8%	-9.5%	CCOC(=O)N1CCC(N2C(=O)c3ccccc3C2Nc2ccccc2C)CC1 (configuration not stated)
65	-4.9%	-3.6%	CN(C(=O)CSc1nc2ccccc2n1CCc1ccccc1)C1CCS(=O)(=O)C1 (configuration not stated)
66	-1.1%	-15.6%	Cn1c(=O)n(Cc2ccccc2F)c(=O)c2c1nc1n2CCCN1CCc1ccccc1
67	-1.9%	4.2%	Cc1ccccc1N(CC(=O)NCc1ccc2c(c1)OCO2)C(=O)CCC(=O)Nc1ccccn1
68	7.2%	-0.8%	COc1ccc(C2NC(=O)NC(C)=C2C(=O)Nc2ccc(C)cc2)cc1OC (configuration not stated)
69	-1.4%	x	O=C1C(c2ccc(F)cc2)N(CC2COc3ccccc3O2)C(=O)CN1C1CCCCC1 (configuration not stated)
70	2.2%	-6.4%	COCCn1c(SC(C)C(=O)Nc2ccc3c(c2)OCCO3)nc2ccccc2c1=O (configuration not stated)
71	1.3%	-1.5%	CCCN1C(=O)c2ccccc2NC1c1ccc(C)cc1 (configuration not stated)
72	x	-1.2%	OCCN1CCN(c2nc(N3CCCCC3)nc(N3CCCCC3)n2)CC1
73	-0.7%	-10.0%	Cc1nn(-c2ccccc2)c2sc(C(=O)OCN3C(=O)c4ccccc4C3=O)cc12
74	2.3%	-4.7%	COCc1nnc(NC(=O)c2ccco2)s1
75	-5.5%	4.6%	COc1ccc(S(=O)(=O)N(CC(=O)Nc2cccc(Cl)c2)Cc2ccccc2)cc1OC
76	-0.9%	1.6%	CCOC(=O)C1CCN(c2c(NCCCN(CC)Cc3ccccc3)c(=O)c2=O)CC1
77	0.7%	3.0%	Cc1[nH]n(-c2ccccc2)c(=O)c1C(=O)c1ccc([N+](=O)[O-])cc1
78	-4.0%	1.6%	COC(=O)CSc1nc2sc3c(c2c(=O)n1-c1ccc(OC)cc1)CCN(Cc1ccccc1)C3
79	3.8%	x	Cc1ccc(C(=O)CSc2nnc(-c3ccccc3)n2-c2ccccc2)o1
80	0.7%	1.6%	CCN(CC)CCCNC(=O)Cn1cnc2c1c(=O)n(C)c(=O)n2C
81	0.5%	-5.0%	COc1cc(CNCCC2CCOC(C)(C)C2)ccc1O (configuration not stated)
82	-3.6%	x	CC1(C)Oc2nc3ccccc3n2/C1=C\C#N
83	3.2%	0.7%	O=C(Nc1nc(-c2ccccc2)cs1)c1cc2ccccc2oc1=O
84	3.1%	-0.4%	CCCS(=O)(=O)c1c(S(=O)(=O)CCC)c2c(N)cccn2c1C(=O)c1ccc(F)cc1
85	x	-7.2%	COc1ccccc1CNC(=O)C1CCCN(S(C)(=O)=O)C1 (configuration not stated)
86	0.1%	-5.2%	COc1ccc(-c2cn3c(C)c(C(=O)N4CCc5ccccc5C4)sc3n2)cc1
87	-4.5%	4.8%	CCOC(=O)c1c(NC(=O)c2ccc(F)cc2)sc2c1CC(C)(C)OC2
88	-0.9%	2.8%	O=C1CC(c2ccccc2)CC(O)=C1C=Nc1ccc(Br)cc1 (configuration not stated)
89	1.3%	5.5%	c1ccc(Oc2nc(-c3cccnc3)nc3ccccc23)cc1
90	2.5%	4.1%	Cc1cc(=O)n2c(c1C#N)SC1CCCCC12O (configuration not stated)

Filtered by structure, the entries above containing a cyano group
no.	Hsp70 inhibitors	MKP-3 inhibition	compound
14	-11.3%	-7.1%	N#Cc1c(N)nc(SCc2ccccc2)c(C#N)c1-c1ccco1
48	-4.8%	x	COc1nc(OCC#N)nc(N(C)C)n1
82	-3.6%	x	CC1(C)Oc2nc3ccccc3n2/C1=C\C#N
90	2.5%	4.1%	Cc1cc(=O)n2c(c1C#N)SC1CCCCC12O (configuration not stated)

Next part:
no.	Hsp70 inhibitors	MKP-3 inhibition	compound
91	7.5%	-1.8%	Cn1c(=O)c2c(SCC(=O)N3CCOCC3)nc(CC(C)(C)C)nc2n(C)c1=O
92	-2.4%	-8.2%	N#C/C(=C/N1CCOCC1)c1ccccc1
93	-0.7%	-8.5%	COc1ccc(-c2noc(Cc3ccccc3OC)n2)cc1
94	7.1%	-2.9%	CCOc1ccc(-n2c(SCC(=O)Nc3ccc(OC)cc3OC)nc3c(c2=O)SCC3)cc1
95	8.5%	-16.2%	O=C(c1ccccc1)N1CCn2c(nc3ccccc32)C1
96	5.2%	x	COc1ccc(S(=O)(=O)N2N=C(C)Oc3ccccc3C2=O)cc1
97	0.2%	0.9%	Cc1cc(C(=O)NC(C)Cc2ccccc2)cc(C)c1N (configuration not stated)
98	-2.0%	-5.1%	Cn1c(CNc2nc(-c3ccccc3)cs2)nnc1SCC(=O)N1CCc2ccccc21
99	2.9%	-0.5%	Ic1ccc(N/N=C/c2ccc(N3CCOCC3)cc2)cc1
100	-4.2%	-6.6%	Cc1ccc(-c2nnn(CC(=O)N(Cc3ccco3)C(C(=O)NC(C)(C)C)c3cccs3)n2)o1 (configuration not stated)
101	-6.7%	-8.5%	CCCCCC(=O)OC(CN1CCCCC1)CN1CCCC1=O (configuration not stated)
102	x	-16.0%	Cn1cccc1C(C(=O)NC1CCCCC1)N(C(=O)Cc1cccs1)c1ccc2c(c1)OCCO2 (configuration not stated)
103	-1.9%	-0.5%	CCCC(=O)Nc1cccc(-c2cc3ccccc3oc2=O)c1
104	-2.0%	2.6%	O=C(O)CN1C(=O)/C(=C\c2cccc(Cl)c2)SC1=S
105	-1.0%	3.9%	CCCc1c(O)nc(SCCN2CCOCC2)n(-c2ccccc2)c1=O

Part of the list above, bar-delimited:
item | compound | Hsp70 inhibitors | MKP-3 inhibition
80 | CCN(CC)CCCNC(=O)Cn1cnc2c1c(=O)n(C)c(=O)n2C | 0.7% | 1.6%
56 | CCN(CC(=O)NCc1ccc(F)cc1)C(=O)C1CCN(C(=O)Nc2ccccc2)CC1 | 3.5% | -8.4%

(more compounds)
no.	Hsp70 inhibitors	MKP-3 inhibition	compound
106	x	74.4µM*	O=C(N/N=C/c1cn(Cc2cccc(F)c2)c2ccccc12)c1cc(O)cc(O)c1
107	-1.7%	-8.4%	CCCCCC(=O)Nc1cccc(-c2nc3ncccc3o2)c1
108	-0.2%	x	COc1ccc2[nH]cc(CCN3C(=O)CCC3=O)c2c1
109	0.6%	x	O=C1c2ccsc2SCCN1Cc1ccc(Cl)cc1Cl
110	4.6%	0.4%	Cc1cc(C)nc(NC(=O)c2c(-c3ccccc3Cl)noc2C)n1
111	9.6%	x	COc1ccc2oc(C(F)(F)C(F)(F)F)cc(=O)c2c1
112	8.2%	6.2%	O=C(CN(Cc1ccc2c(c1)OCO2)C(=O)c1cnsn1)NC1CCCC1
113	3.9%	-1.7%	O=[N+]([O-])c1cc(S(=O)(=O)Nc2cc(Cl)ccc2Cl)ccc1Cl

Some of the compounds tested, so the mix of outcomes need not match the whole.
